GSH fluor: compound fluoresces at 488/530 nm on GSH beads; GSH beads flow cytometry, compound fluorescence 488/530 nm; hits give high values; fluorescence (KMESF) at 10 µM; 0.25% of 190,000 active; AID 1776; in the data active = fluorescence above about 89;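 note: glutathione beads carrying GST-tagged Bcl family fusion proteins plus one bare bead set; values are compound well signal with DMSO vehicle wells as background; inactives centre near 16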
HRas wt GTP: human HRas wildtype GTP binding, change in either direction; P01112; GST-Ras wt beads, Bodipy-FL-GTP binding, flow cytometry; actives lie on both sides; GTP binding activity, % at 10 µM; 0.14% of 190,000 active; AID 759;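 active = GTP binding activity at least 20% away from the 100% baseline, either lowered as inhibitor or raised as activator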;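 note: 0% = unlabeled GTP competition control and 100% = no-compound control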
Target sequence (P01112 whole entry, looked up): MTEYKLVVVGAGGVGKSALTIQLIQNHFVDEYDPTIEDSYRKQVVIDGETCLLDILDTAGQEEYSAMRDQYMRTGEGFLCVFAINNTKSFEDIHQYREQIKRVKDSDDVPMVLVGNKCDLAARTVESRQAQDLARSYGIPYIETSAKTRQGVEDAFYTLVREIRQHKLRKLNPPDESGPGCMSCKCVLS
Mcl1 Bid PPI: disrupts binding of human Mcl-1 to Bid peptide; 0.97% of 220,000 active; TR-FRET Mcl-1/Bid-Dy647 peptide binding, 1536-well; inhibition, % at 21.7 µM; AID 1021; Q07820;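 active = compounds that cut the binding signal by more than half at the single screening dose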;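 note: His-tagged Mcl-1 with europium anti-His antibody binding Bid BH3 peptide; 0% = Mcl-1 plus peptide wells and 100% = peptide-only wells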
Target sequence (Q07820 whole entry, looked up): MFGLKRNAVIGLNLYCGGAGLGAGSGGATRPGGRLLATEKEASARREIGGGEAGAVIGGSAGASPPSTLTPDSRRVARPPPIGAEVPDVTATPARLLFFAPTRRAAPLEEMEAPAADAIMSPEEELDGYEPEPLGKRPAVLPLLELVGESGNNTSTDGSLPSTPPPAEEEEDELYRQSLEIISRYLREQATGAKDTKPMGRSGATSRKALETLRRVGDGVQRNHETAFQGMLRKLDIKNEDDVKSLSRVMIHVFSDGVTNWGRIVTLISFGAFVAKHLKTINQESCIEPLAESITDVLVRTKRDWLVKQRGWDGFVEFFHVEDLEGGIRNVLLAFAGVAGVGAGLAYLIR
Cdc42 wt GTP: changes GTP binding to wildtype human Cdc42 | 0.2% of 190,000 active | GST-Cdc42 beads, Bodipy-GTP binding, flow cytometry; actives lie on both sides | AID 761 | percent activity (GTP binding), % at 10 µM;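 active = percent activity GTP binding at least 20 points away from the 100% baseline, either down as inhibitor or up as activator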;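 note: median bead fluorescence of bound Bodipy-FL-GTP at 100 nM; 0% = excess unlabeled GTP control and 100% = no compound control; below 100% means less GTP binding so inhibitor and above means activator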
Target sequence (P60953 whole entry, looked up): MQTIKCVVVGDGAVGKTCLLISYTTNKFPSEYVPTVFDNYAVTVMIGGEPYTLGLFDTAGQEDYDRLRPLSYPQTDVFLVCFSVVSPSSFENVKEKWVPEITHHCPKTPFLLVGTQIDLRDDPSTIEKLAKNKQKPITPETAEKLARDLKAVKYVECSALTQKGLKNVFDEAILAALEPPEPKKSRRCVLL
Pf gametocyte: kills late stage P. falciparum gametocytes | P. falciparum stage V gametocytes, ATP luminescence, 24 h | inhibition, % at 10.9 µM | 0.065% of 150,000 active | AID 743093;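 active = inhibition above the mean plus 3 SD of compounds within the control limits, set per campaign, cut at about 38% in these data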;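 note: 0% = DMSO wells and 100% = medium only without gametocytes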
Rac1 mut GTP: alters GTP binding to activated mutant human Rac1 | 0.11% of 190,000 active | GST-Rac1 activated beads, fluorescent GTP binding, flow cytometry; actives lie on both sides; 100% means binding = to untreated wells | P63000 | percent activity (GTP binding), % at 10 µM | AID 764;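 active = GTP binding at least 20 percentage points away from the 100% baseline, in either direction, so actives lie on both sides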
Avidin bead fluor: avidin bead compound fluorescence profile; AID 1775; 0.38% of 220,000 active; Avidin beads, compound fluorescence 488/530 nm, flow cytometry; hits give high values; fluorescence (KMESF) at 10 µM; in the data active = fluorescence above about 47; note: inactives centre near 10
Rac1 wt GTP bind: human Rac1 wildtype GTP binding, inhibitors and activators | P63000 | GST-Rac1 beads, fluorescent GTP binding, flow cytometry; actives lie on both sides; 0 = cold GTP competed, 100 = untreated | GTP binding activity (% of control), % at 10 µM | 0.27% of 190,000 active;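 active = GTP binding activity at least 20 points away from the 100% control level, either lower or higher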
Mcl1 Noxa PPI: disrupts binding of human Mcl-1 to Noxa peptide. inhibition, % at 21.7 µM. 1.5% of 220,000 active. TR-FRET Mcl-1/Noxa peptide binding, 2 h;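 active = compounds that cut the protein-peptide binding signal by more than 50% relative to plate controls in a single-dose test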;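 note: His-tagged Mcl-1 with rhodamine Noxa BH3 peptide and terbium anti-His antibody; 0% = Mcl-1 plus Noxa peptide wells and 100% = peptide-only wells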
Rab2 wt GTP: changes GTP binding to wildtype dog Rab2A, up or down. P61105. GST-Rab2 wt beads, Bodipy-GTP binding, flow cytometry. AID 760. 0.19% of 190,000 active. GTP binding activity, % at 10 µM;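 active = GTP binding activity at least 20 points away from 100%, either lowered or raised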;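 note: 0% = beads with excess unlabeled GTP and 100% = no-compound control corrected for plate trend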
Rab7 wt modul: alters GTP binding to wildtype dog Rab7 | GST-Rab7 beads, fluorescent GTP binding, flow cytometry; actives lie on both sides; untreated = 100%, excess cold GTP = 0% | GTP binding activity (percent of control), % at 10 µM | 0.055% of 190,000 active | AID 758;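 active = fluorescent GTP binding to Rab7 beads changed by at least 20 points from the 100% baseline, either direction, mostly lower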;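 note: median green fluorescence of bound Bodipy-FL-GTP per Rab7 bead population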
The depositor's hits bear a star; x = no result given.

SMILES	GSH fluor	HRas wt GTP	Mcl1 Bid PPI	Cdc42 wt GTP	Pf gametocyte	Rac1 mut GTP	Avidin bead fluor	Rac1 wt GTP bind	Mcl1 Noxa PPI	Rab2 wt GTP	Rab7 wt modul
Cc1cc(C)nc(N/N=C/C(Cl)=C/c2ccccc2)n1	43	97	-58	97	x	93	11	102	3	94	96
O=C(COc1ccc2ccccc2c1Br)Nn1cnnc1	22	99	0	100	x	94	25	97	12	97	96
COc1cc(C(=O)N/N=C/C2CC=CCC2)cc(OC)c1OC (stereo not given)	20	98	-30	104	-5	96	13	103	16	97	99
COc1ccc(NC(=S)NC(C)C(c2ccccc2)N2CCOCC2)cc1 (stereo not given)	11	97	-45	96	-6	95	24	95	5	96	99
CC(=O)OCC(OC(C)=O)C(OC(C)=O)C(OC(C)=O)C(=O)Nc1ccc(C)cc1 (stereo not given)	37	100	16	101	x	98	14	104	-4	103	104
O=C(CCCl)Nc1cc(SCCO)cc([N+](=O)[O-])c1	51	96	-16	96	-14	95	8	95	6	94	97
COc1ccc(C(=O)CCC(C)(C)[N+](=O)[O-])cc1OC	12	101	-3	97	-15	97	22	101	1	101	102
Cc1cc(NC(=O)c2ccc(NC(=O)c3cccs3)cc2)no1	15	96	-25	99	-9	98	19	101	13	96	96
O=C(NC(Cc1ccccc1)C(=O)O)/C(=C\c1ccc(F)cc1)NC(=O)c1ccccc1 (stereo not given)	28	100	7	98	x	96	11	95	x	97	95
O=C(O/N=C1\CCS(=O)(=O)c2sccc21)C1CC1	20	105	-11	97	x	99	7	102	-12	101	109
O=C(Nc1cccc(C(F)(F)F)c1)/C(=C/c1ccco1)NC(=O)c1cccs1	11	97	-42	95	-2	96	17	97	-5	97	97
COc1cc(NC(=O)Nc2ccccc2OC)c(OC)cc1NC(=O)CN1CCCCC1	28	107	-34	110	x	103	13	106	12	107	99
O=C(c1ccco1)N1CCN(C(=S)Nc2cccc([N+](=O)[O-])c2)CC1	13	100	-18	93	-17	94	10	99	12	100	110
O=C(Nc1ccc2[nH]c(=S)sc2c1)c1ccccc1	3	98	-31	98	7	96	2	97	43	96	100
Cc1cccc(C2CC3(CC(C)(C)NC(=S)N3)Oc3cc(O)ccc32)c1 (stereo not given)	9	97	-63	92	-38	94	9	98	6	98	99
Cc1nc(N2CCCC2)c2ccsc2n1	59	103	-19	103	x	97	9	104	-6	102	104
Cc1cc2c(cc1C)C(=O)NC(C)(C)C2	26	96	7	99	x	94	12	93	2	96	97
CCc1nc(Sc2nc(C)cc(C)n2)c2oc3ccccc3c2n1	17	104	34	103	-13	99	9	109	1	102	105
COC(=O)c1nc2n(n1)C(c1cccc(Cl)c1)C1=C(CCCC1=O)N2 (stereo not given)	14	99	-22	104	x	98	5	104	20	100	96
CCc1ccccc1NC(=O)CN(C)C(=O)Cn1ncc(Cl)c(Cl)c1=O	20	100	-22	100	-5	99	15	104	-3	99	97
Cn1cnnc1Sc1ccc(C(=O)OCC(=O)NC2CC2)cc1[N+](=O)[O-]	17	90	-17	88	-12	90	6	89	8	89	97
O=C(NCCOc1nc(N2CCCCC2)nc(N2CCCCC2)n1)Nc1ccccc1	10	94	-5	93	x	92	3	98	11	95	94
O=C(CN1CCCCCC1)Nc1ccccc1F	46	102	44	102	11	102	6	105	23	101	103
CCCC(=O)Nc1c(C)n[nH]c1C	20	107	-7	111	x	107	39	110	-1	105	100
Cc1c(NC(=O)c2cc(-n3cnnc3)ccc2Cl)cccc1-c1nc2ccccc2o1	28	99	5	99	-14	96	36	106	6	98	100
N#Cc1c(NC(=O)CSc2ncn(-c3ccccc3)n2)sc2c1CCCC2	18	94	-5	93	-35	90	30	93	12	93	92
Cc1ccc(-c2nn(-c3ccccc3)cc2/C=N/NS(=O)(=O)c2ccccc2)cc1	15	98	-53	99	x	98	16	98	-5	97	97
CN1CCN(C(=O)/C(=C\c2cccc([N+](=O)[O-])c2)NC(=O)c2cccs2)CC1	24	92	-9	95	-9	93	7	91	7	94	96
Cc1nnc(SCC(=O)NCc2ccc3c(c2)OCO3)[nH]c1=O	25	100	7	99	x	98	35	100	9	97	100
CCOc1ccc(C(=O)NCC(=O)OCc2csc(-c3ccccc3)n2)cc1	11	100	-19	101	x	99	19	105	15	100	98
Cc1cc2c(cc(C(=O)OC(C(=O)NCc3ccco3)C(C)C)n2C)o1 (stereo not given)	16	102	-7	104	-7	101	7	108	27	101	100
O=C(O)CCCC(=O)N1CCCC1	15	98	11	97	-42	98	10	97	9	95	96
CC(=O)N1CCN(c2ccccc2NC(=O)COc2ccc(Cl)cc2Cl)CC1	12	96	11	96	14	95	34	95	5	93	94
C=CCn1c(SCCN2CCCC2)nc2c([nH]c3ccccc32)c1=O	8	94	-12	92	2	95	6	93	-11	96	99
COC(=O)c1[nH]c2ccccc2c1NC(=O)CN1CCN(c2cccc(OC)c2)C(C)C1 (stereo not given)	21	97	-14	100	-2	99	15	104	18	98	97
Oc1ccccc1C1=Nc2ccccc2N=C(c2ccco2)C1	41	100	-23	99	9	100	15	99	-2	99	95
Cc1ccc2c(CC(=O)OCc3cc(=O)n4c(n3)sc3ccccc34)coc2c1	6	98	-34	98	2	89	7	94	40	91	95
CCSc1nc(C)cc(Oc2ccc(=O)n(C)n2)n1	24	99	-38	101	6	99	5	101	-11	98	97
COC(=O)c1sc2nc3c(cc2c1N)CCCC3	13	97	-43	96	-19	95	10	97	2	98	104
Cc1ccc(NC(=O)C(=O)NCC2CCCO2)cc1C (stereo not given)	9	94	8	95	-13	95	8	98	-16	96	102
CN(C)c1ccc(/C=N/NC(=O)c2cccc(C(=O)N/N=C/c3ccc(N(C)C)cc3)n2)cc1	8	101	45	100	-6	99	10	106	82*	96	100
CCn1c(SCC(=O)Nc2cc(C)ccc2C)nc2c(c1=O)SC(C)C2 (stereo not given)	18	99	-13	98	x	98	10	101	-10	98	101
O=C(NC1=NCCS1)C1Cc2ccccc2CN1C(=O)c1ccccc1 (stereo not given)	28	99	-3	98	2	99	12	99	21	99	101
CCOc1ccc(NC(=O)CCNS(=O)(=O)c2ccc3c(c2)CCC(=O)N3)cc1	22	102	3	103	10	99	12	109	16	101	99
Cc1cc(NS(=O)(=O)c2ccc(NC(=S)NC(=O)c3ccc(Br)cc3)cc2)no1	14	97	-43	96	19	95	2	99	16	95	102
CN1CCC(N(C)C(=O)c2cc(=O)c3ccccc3o2)CC1	16	99	-25	96	-18	95	12	97	-6	99	106
CN(C)CC(=O)c1c[nH]c2ccccc12	16	101	-28	102	x	99	35	102	-15	100	101
O=C(N/N=C/c1cc(Cl)cc([N+](=O)[O-])c1O)NC12CC3CC(CC(C3)C1)C2	10	95	50	93	25	95	5	98	35	95	98

Reformatted: entries from further up
canonical_smiles,GSH fluor,HRas wt GTP,Mcl1 Bid PPI,Cdc42 wt GTP,Pf gametocyte,Rac1 mut GTP,Avidin bead fluor,Rac1 wt GTP bind,Mcl1 Noxa PPI,Rab2 wt GTP,Rab7 wt modul
O=C(N/N=C/c1cc(Cl)cc([N+](=O)[O-])c1O)NC12CC3CC(CC(C3)C1)C2,10,95,50,93,25,95,5,98,35,95,98
CN(C)CC(=O)c1c[nH]c2ccccc12,16,101,-28,102,x,99,35,102,-15,100,101
CCn1c(SCC(=O)Nc2cc(C)ccc2C)nc2c(c1=O)SC(C)C2 (stereo not given),18,99,-13,98,x,98,10,101,-10,98,101
Cc1cc(NS(=O)(=O)c2ccc(NC(=S)NC(=O)c3ccc(Br)cc3)cc2)no1,14,97,-43,96,19,95,2,99,16,95,102
CN(C)c1ccc(/C=N/NC(=O)c2cccc(C(=O)N/N=C/c3ccc(N(C)C)cc3)n2)cc1,8,101,45,100,-6,99,10,106,82*,96,100
O=C(NC1=NCCS1)C1Cc2ccccc2CN1C(=O)c1ccccc1 (stereo not given),28,99,-3,98,2,99,12,99,21,99,101

Other entries follow.
SMILES	GSH fluor	HRas wt GTP	Mcl1 Bid PPI	Cdc42 wt GTP	Pf gametocyte	Rac1 mut GTP	Avidin bead fluor	Rac1 wt GTP bind	Mcl1 Noxa PPI	Rab2 wt GTP	Rab7 wt modul
COC(=O)c1nn(-c2ccc(OC)cc2)c(=O)cc1NN	26	95	-36	96	x	93	10	95	18	92	94
Cc1ccc(NC(=S)NCc2ccc3c(c2)cc(C)n3C)c(C)c1	17	97	-58	92	-2	91	10	97	-2	96	99
CCN(CC)C(=O)CSc1nc2cccnc2n1-c1ccccc1OC	36	101	-4	104	x	100	13	105	31	100	100
CCC(=O)Nc1ccc(NC(=O)CSc2nnc(-c3ccc(O)cc3)n2CC2CCCO2)cc1 (stereo not given)	13	98	-3	98	2	99	24	102	12	100	98
C=CCn1c(=O)c2ccccc2n2c(SCC(=O)/C(C#N)=C(\C)N)nnc12	31	98	-7	102	-1	97	9	99	24	99	99
CCC(=O)Nc1ccc(NC(=O)c2ccco2)cc1	26	99	-6	101	9	98	33	108	-4	97	96
CC1(C)CC(=O)C(C=Nc2ccccc2)=C(O)C1	19	97	-14	97	-10	94	41	96	5	97	98
CC1CCc2c(nc3ncnn3c2N2CC(C)OC(C)C2)C1 (stereo not given)	73	97	-34	99	-1	100	9	99	13	100	96

Pulled by structure from the list above (6):
SMILES	GSH fluor	HRas wt GTP	Mcl1 Bid PPI	Cdc42 wt GTP	Pf gametocyte	Rac1 mut GTP	Avidin bead fluor	Rac1 wt GTP bind	Mcl1 Noxa PPI	Rab2 wt GTP	Rab7 wt modul
Cc1ccc(-c2nn(-c3ccccc3)cc2/C=N/NS(=O)(=O)c2ccccc2)cc1	15	98	-53	99	x	98	16	98	-5	97	97
CCc1ccccc1NC(=O)CN(C)C(=O)Cn1ncc(Cl)c(Cl)c1=O	20	100	-22	100	-5	99	15	104	-3	99	97
Cc1cc(C)nc(N/N=C/C(Cl)=C/c2ccccc2)n1	43	97	-58	97	x	93	11	102	3	94	96
O=C(O)CCCC(=O)N1CCCC1	15	98	11	97	-42	98	10	97	9	95	96
Cc1nnc(SCC(=O)NCc2ccc3c(c2)OCO3)[nH]c1=O	25	100	7	99	x	98	35	100	9	97	100
CCC(=O)Nc1ccc(NC(=O)CSc2nnc(-c3ccc(O)cc3)n2CC2CCCO2)cc1 (stereo not given)	13	98	-3	98	2	99	24	102	12	100	98

Source: PubChem
